Compound activity deposited in PubChem by several laboratories.
NSD2 inh: inhibitors of human histone methyltransferase NSD2. O96028. NSD2 peptide methylation, AlphaScreen, 120 min. inhibition, % at 12.5 µM. hit rate 0.54% among 310,000. AID 743445; in the data active = inhibition above about 50%
Target sequence (O96028 whole entry, looked up): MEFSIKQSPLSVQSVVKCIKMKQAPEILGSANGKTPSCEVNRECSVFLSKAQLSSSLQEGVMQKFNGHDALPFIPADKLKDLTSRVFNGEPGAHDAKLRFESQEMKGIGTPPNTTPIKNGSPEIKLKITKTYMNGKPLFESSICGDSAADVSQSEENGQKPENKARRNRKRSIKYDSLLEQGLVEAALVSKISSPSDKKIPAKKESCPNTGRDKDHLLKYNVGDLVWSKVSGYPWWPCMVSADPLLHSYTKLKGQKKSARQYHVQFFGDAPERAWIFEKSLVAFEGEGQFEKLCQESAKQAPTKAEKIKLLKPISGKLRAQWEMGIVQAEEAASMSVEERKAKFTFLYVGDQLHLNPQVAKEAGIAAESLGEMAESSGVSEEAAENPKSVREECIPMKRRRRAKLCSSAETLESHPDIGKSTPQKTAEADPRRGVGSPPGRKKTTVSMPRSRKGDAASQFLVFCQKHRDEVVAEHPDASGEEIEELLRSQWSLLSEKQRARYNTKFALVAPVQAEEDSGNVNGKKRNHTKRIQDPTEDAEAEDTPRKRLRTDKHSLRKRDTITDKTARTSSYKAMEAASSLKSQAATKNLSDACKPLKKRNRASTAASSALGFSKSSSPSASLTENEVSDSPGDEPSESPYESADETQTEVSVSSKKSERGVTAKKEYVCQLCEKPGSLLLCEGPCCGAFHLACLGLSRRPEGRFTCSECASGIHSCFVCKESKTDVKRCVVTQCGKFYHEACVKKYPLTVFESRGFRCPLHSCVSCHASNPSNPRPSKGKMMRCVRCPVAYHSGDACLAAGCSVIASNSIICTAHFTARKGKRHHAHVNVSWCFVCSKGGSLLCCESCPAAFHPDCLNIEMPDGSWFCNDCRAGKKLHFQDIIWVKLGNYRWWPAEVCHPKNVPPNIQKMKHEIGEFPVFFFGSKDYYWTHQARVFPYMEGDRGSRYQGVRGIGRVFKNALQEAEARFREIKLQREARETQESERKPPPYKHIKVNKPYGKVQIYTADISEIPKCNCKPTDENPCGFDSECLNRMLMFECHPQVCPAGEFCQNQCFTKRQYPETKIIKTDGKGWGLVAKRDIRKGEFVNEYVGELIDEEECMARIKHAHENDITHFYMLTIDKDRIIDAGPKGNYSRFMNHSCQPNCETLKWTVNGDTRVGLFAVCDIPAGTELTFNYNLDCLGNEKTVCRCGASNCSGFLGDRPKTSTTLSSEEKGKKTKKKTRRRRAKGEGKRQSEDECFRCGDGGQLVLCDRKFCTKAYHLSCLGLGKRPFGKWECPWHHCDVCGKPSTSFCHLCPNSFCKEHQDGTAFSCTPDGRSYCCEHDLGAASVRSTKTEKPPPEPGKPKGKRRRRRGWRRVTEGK
CAL PDZ FP-1: CAL PDZ (human) peptide binding inhibition; Q9HD26; inhibition, % at 24.9 µM; AID 602252; hit rate 0.92% among 300,000; purified CAL PDZ, TMR-peptide fluorescence polarization, 1 h;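 active = mean inhibition of at least 30% with at least half of replicates also reaching 30%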;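 also: 0% = DMSO neutral control and 100% = excess unlabeled competitor peptide PRC23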
Pemphigus Ab inh: inhibitors of pemphigus antibody binding to human desmoglein-3; P32926; DSG3-coupled beads, scFv-anti-DSG3-GFP binding, flow cytometry; stronger effect = lower value; binding (percent of control), % at 10 µM; hit rate 0.48% among 310,000; AID 588358;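 active = binding more than 3 SD below its plate's average and above zero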; also: some compounds called inactive have numbers as strong as hits
Keap1-Nrf2 PPI: disrupts human Keap1 binding to Nrf2 peptide. Q14145. Keap1 Kelch-Nrf2 peptide fluorescence polarization, 1536-well. inhibition, % at 9.4 µM. hit rate 0.15% among 340,000; in the data active = inhibition above about 12%;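 also: human Keap1 Kelch domain with fluorescein labeled Nrf2 9mer peptide probe; 0% = neutral control wells and 100% = peptide positive control; higher means more block of Keap1 binding to Nrf2 peptide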
CAL PDZ FP-2: blocks peptide binding to human CAL PDZ domain. Q9HD26. purified CAL PDZ, TMR-peptide fluorescence polarization, 1 h. inhibition, % at 20 µM. hit rate 0.02% among 330,000. AID 504414;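 active = highest replicate inhibition of at least 40%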;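 also: plate controls were DMSO neutral control wells for no effect and unlabeled competitor peptide control wells for full effect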
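Read-out basis: mP drop reported as inhibition | Assay system: Tagged CAL PDZ protein CerCALP, purified | Benchmarks: Unlabelled peptide for full inhibition, DMSO wells as neutral | Schedule: 1 h incubation at room temperature before polarization reading | Buffer or medium: Sodium phosphate/NaCl buffer pH 7.4 with TCEP, IgG, Thesit | Doses: Single point, 20 µM | Measured by: Fluorescence polarization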
DAGLB inh: blocks human DAGLB lipase activity | Q8NCG7 | HEK293T DAGLB membrane lysate, EnzChek fluorogenic substrate | inhibition, % at 5.17 µM | hit rate 0.059% among 340,000 | AID 504411; in the data active = inhibition above about 34%;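 also: 0% = enzyme with vehicle and 100% = wells lacking enzyme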
RTF Ca sens inh: cardiac RTF calcium desensitization | AID 493244 | hit rate 0.12% among 340,000 | inhibition, % at 7.15 µM | IANBD-labeled cardiac RTF, Ca2+ fluorescence;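 active = inhibition above the mean inhibition of all tested compounds plus 3 SD, cut at about 17% in these data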;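 also: assay run at fixed EC70 calcium of 1.6 mM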
LANA DNA inh: inhibitors of KSHV LANA C-terminal domain DNA binding; MBP-C-LANA/FAM-LBS DNA binding, fluorescence polarization; inhibition, % at 9 µM; hit rate 0.078% among 340,000; AID 504423;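 active = highest replicate inhibition at or above 60% at 9 µM, even if other replicates fall short; inactive = all replicates below 60% inhibition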;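 also: 0% = neutral control wells and 100% = 4 µM acridine orange control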
V-ATPase pHluor: regulators of yeast V-ATPase proton transport. response, % at 10 µM. S. cerevisiae, pHLuorin cytosolic pH fluorescence. AID 504577. hit rate 0.37% among 350,000; in the data active = response mostly above about 7.3%, no sharp cut-off; inactive = mostly below about 5.4%; also: actives read high; inactives centre near 0; some compounds called inactive have numbers as strong as hits
Arr AP2 block: inhibitors of human beta-arrestin and AP2 interaction; FITC-arrestin peptide / GST-AP2 beads, flow cytometry; AP2 beta2 appendage carries R879A mutation; inhibition, % at 10 µM; hit rate 0.31% among 340,000; AID 504490;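 active = inhibition above a set limit, near 3 SD of compounds lacking own fluorescence, cut at about 54% in these data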;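 also: plate controls were DMSO wells for no effect and 5 µM unlabelled arrestin peptide for full effect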
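System: GST-tagged AP2 beta2-adaptin appendage (R879A) on 4 µm glutathione beads / Reagent: FITC-arrestin peptide, 50 nM / Detection: HyperCyt-sampled flow cytometry, FL1 channel, ex 488/em 535 nm / Timing: 12 min plus 1 h, RT / Buffer or medium: PBS plus Tween 20 (0.05%) and BSA (0.1%)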
An asterisk follows results filed as active; . = not tested or not shown.

SMILES | NSD2 inh | CAL PDZ FP-1 | Pemphigus Ab inh | Keap1-Nrf2 PPI | CAL PDZ FP-2 | DAGLB inh | RTF Ca sens inh | LANA DNA inh | V-ATPase pHluor | Arr AP2 block
CCN(CC)C(=O)c1oc2ccc(S(=O)(=O)N3CC(C)CC(C)C3)cc2c1C (centres undefined) | 2 | -10 | 87 | -4 | -1.9 | -5 | -7 | 0.4 | 0 | -3
CCOc1ccc2nc(NC(=O)c3cc([N+](=O)[O-])ccc3N3CCOCC3)sc2c1 | 4 | 1 | 82 | -4 | -3.7 | 2 | -32 | 0.5 | -1 | 17
O=C(Nc1ccc(Cl)cc1)C1CCCN(C2=NS(=O)(=O)c3ccccc32)C1 (centres undefined) | . | -9 | 101 | -2 | -0.6 | -1 | 1 | 0.7 | 0 | 7
c1ccc(-c2nnn(C34CC5CC(CC(C5)C3)C4)n2)cc1 | -13 | -1 | . | 1 | -2.8 | -8 | -5 | 1.7 | -3 | -2
C#CCOCCOCCOCCNc1nc(N2CCN(C(=O)Cn3cc(CC(C)O)nn3)CC2)nc(N2CCN(C(=O)[C@H](C)n3cc(CCC(=O)O)nn3)CC2)n1 (some centres undefined) | . | -1 | 105 | -3 | -0.2 | -3 | -6 | 1.8 | -7 | -13
CC(C)Sc1nc(SCC(=O)O)c2c3c(sc2n1)COC(C)(C)C3 | -1 | -4 | 99 | -4 | -1.5 | 2 | -1 | 0.9 | -5 | -3
CCN(CC)c1ccc(C=Nc2cccc(S(=O)(=O)N3CCOCC3)c2)c(O)c1 | . | -3 | 107 | -3 | -0.9 | -3 | -1 | 0.6 | -1 | 15
CN1C(C(=O)NCc2ccco2)=CC(c2ccc(F)cc2)=NS1(=O)=O | 11 | 0 | . | -2 | -0.9 | 0 | -2 | -0.2 | -4 | 28
CN(C(=O)COC(=O)/C=C/c1cn(-c2ccccc2)nc1-c1ccc2c(c1)OCCO2)C1CCS(=O)(=O)C1 (centres undefined) | 0 | -5 | 107 | -2 | -11 | -2 | 4 | -0.7 | -1 | 21
CCCOc1ccc(-c2nc(=S)[nH][nH]2)cc1 | 0 | -1 | 111 | 2 | -0.2 | -1 | -1 | -0.9 | 4 | 4
CCN(CC)CCN1C(=O)C(=O)/C(=C(/O)c2ccc(F)cc2)C1c1cccnc1 (centres undefined) | 1 | -1 | 108 | -9 | -1.2 | -2 | 1 | -0.2 | -2 | -2
N#C/C(=C\c1ccccc1)c1nc2ncccc2[nH]1 | -2 | 8 | . | -1 | -1.1 | 1 | -2 | -0.1 | -2 | 22
Cc1cc(C)n2nc(SCC(=O)N3CCN(c4ccccc4)CC3)nc2n1 | -3 | -9 | . | 0 | -0.3 | 1 | -3 | 2.7 | 1 | 0
COC(=O)c1cc(C(=O)OCC(=O)N2CCCCC2)cc([N+](=O)[O-])c1 | -1 | -1 | 91 | -4 | 0.8 | 0 | 3 | -0.9 | 2 | 22
COc1ccc2[nH]c3c(c2c1)CCN1C(=O)C(CC(=O)NCCCn2ccnc2)C[C@H](C(=O)N2CCOCC2)[C@@]31C (some centres undefined) | . | -5 | 95 | 3 | 0.2 | -1 | 1 | -1.1 | -2 | 10
COc1ccc(C/C(C)=N/Nc2nc(C)cc(=O)[nH]2)cc1 | -1 | 0 | 94 | 0 | -1.8 | 0 | -3 | -1.1 | 2 | -16
CCN(CC)S(=O)(=O)c1ccc(NC(=O)c2cc(C(=O)OC)cc([N+](=O)[O-])c2)cc1 | -3 | 0 | 100 | 1 | -1.2 | -1 | -1 | 2.1 | 2 | -9
COc1cccc(NC(=O)Cn2c(=O)n(-c3ccccc3)c(=O)c3oc4ccccc4c32)c1 | -1 | -5 | 98 | 0 | -0.6 | -2 | -2 | -0.8 | -4 | 42
CC(C)(C)SCCNS(=O)(=O)c1ccc(C#N)cc1 | 0 | -6 | 118 | -5 | 0.1 | 1 | 4 | 0.6 | -1 | -1
Cn1c(=O)[nH]c(=O)c2c1nc(CN1CCOCC1)n2CCCc1ccccc1 | . | 0 | 102 | 2 | -0.3 | 2 | -10 | -0.3 | 3 | 8
O=C(O)c1nn(-c2ccccc2C(F)(F)F)cc1O | 29 | . | 98 | -6 | -1.4 | 0 | 4 | -0.2 | 2 | -7
CC1(C)Oc2ccc(C(=O)N3CCCCC3)cc2N(CC(=O)NCc2ccccc2)C1=O | 3 | 0 | 88 | 0 | -0.8 | -1 | -2 | -2.9 | 4 | -15
O=C(COC(=O)C1CCN(c2ccc(C(F)(F)F)cn2)CC1)Nc1cc(F)ccc1F | -3 | -2 | 108 | . | -1.0 | -5 | -4 | . | -1 | -8
O=S(=O)(Cc1ccccc1)C(CCCc1ccccc1)S(=O)(=O)Cc1ccccc1 | 13 | -1 | 137 | 0 | -1.7 | -14 | -3 | 0.1 | -80 | -243
CC(=O)Nc1ccc(NC(=O)COc2ccc(-c3ccccc3)cc2)cc1 | 1 | -4 | 105 | -1 | -1.5 | -1 | -4 | -1.4 | 3 | -10
Cc1cc(C[n+]2cc(Cl)ccc2N)c2ncccc2c1 | . | 3 | 88 | 4 | -1.1 | -1 | 5 | 2.9 | -1 | -8
Cc1cc(NC(=O)CSCc2nc(-c3cccc(F)c3)oc2C)no1 | . | . | 95 | 0 | -0.9 | -6 | -7 | 0.0 | -3 | 21
CSC(=NC#N)N1CCN(c2c(C)cccc2C)CC1 | -4 | -3 | 101 | -6 | -2.7 | -2 | 1 | 0.3 | -1 | 13
CCC(C)(C(=O)NC1CCCCC1)N(C)C(=O)c1ccccn1 (centres undefined) | 1 | 53* | . | -1 | -0.1 | -2 | -4 | 0.3 | 1 | -2
CC(=O)NS(=O)(=O)c1ccc(NC(=O)c2cc(-c3cccs3)nc3ccccc23)cc1 | -4 | -4 | 109 | -8 | -0.5 | -1 | 5 | 1.4 | 0 | -4
Clc1cccc(Cl)c1CO/N=C/c1c(-c2ccccc2)nc2n1CCS2 | -1 | . | 103 | 0 | -0.7 | -4 | -7 | -0.6 | 1 | -8
COc1ccc(/C=N\NC(=O)c2ccccc2OC)cc1COc1c(F)c(F)c(F)c(F)c1F | -1 | -3 | . | 4 | -2.9 | -10 | -4 | -0.7 | -3 | 36
Cc1cccc(NC(=O)c2cc(=O)[nH]c3ccccc23)c1 | 4 | -6 | 101 | 3 | -0.2 | -1 | -1 | 3.6 | -1 | -9
Cc1nc(N2CCN(Cc3ccccc3)CC2)nc2c1C(=O)CC(c1ccco1)C2 (centres undefined) | 1 | . | 95 | -4 | 0.0 | -15 | -6 | -2.0 | 6 | 33
Cc1ccc(S(=O)(=O)N2CCc3ccccc3C2)cc1C | 2 | 2 | 102 | -2 | -0.1 | -7 | 2 | -0.8 | 3 | -5
COc1ccc(C(=O)NCCn2cc(SCC(N)=O)c3ccccc32)cc1 | . | 6 | 102 | -1 | -0.5 | -2 | 4 | -0.3 | -1 | -6
O=C(Nc1ccc(Cl)cc1)Nc1cc([N+](=O)[O-])ccc1F | -1 | -2 | 93 | -6 | -2.5 | 0 | 5 | -0.5 | -2 | -3
Cc1ccc(C)n1-c1nccc(-c2ccco2)n1 | 5 | -3 | 113 | 2 | 0.6 | -2 | -8 | -0.9 | 4 | -32
CNC(C)C(=O)NC(C(=O)N1CCCC1C(=O)NNc1ccccc1)C(C)C (centres undefined) | . | 0 | 102 | -5 | 0.0 | -2 | -5 | 0.3 | -2 | 10
COC/C=C/C1=CC2=CC(=O)C(C)(OC(=O)C3CCCC3)C(=O)C2=CO1 (centres undefined) | . | -2 | 97 | -2 | 3.7 | 15 | -12 | 0.0 | -1 | 4
O=C(CCCc1ccccc1)NCc1cccnc1 | -1 | -5 | 86 | 4 | 0.1 | 5 | -4 | -1.1 | -2 | -1
COc1ccc(C(CC(=O)O)NC(=O)c2cc3cc(Br)ccc3oc2=O)cc1OC (centres undefined) | 0 | -4 | 96 | -5 | -1.1 | 1 | 0 | 0.0 | 1 | 16
CCc1ccc(-c2csc3nc[nH]c(=O)c23)cc1 | 1 | -6 | 123 | -6 | -1.0 | -2 | -6 | -0.7 | -4 | -8
Cc1ccc(C(=O)C(OC(=O)CN2C(=O)c3ccccc3C2=O)c2ccccc2)cc1 (centres undefined) | -1 | -2 | 98 | -3 | -1.5 | -4 | 5 | -1.1 | -5 | 6
COc1ccc(NC(=O)CN2C(=O)CSC2=O)cc1 | 1 | -4 | 96 | -4 | -0.5 | -1 | 4 | -0.1 | 0 | -1
COc1ccc(NC(=O)CCN2CCN(c3ccc(F)cc3)CC2)cc1 | 3 | -4 | 93 | 0 | -0.9 | 1 | -3 | -1.2 | -2 | 23
Cc1cccc(Oc2cc(NC(=O)Cn3cnc([N+](=O)[O-])n3)cc([N+](=O)[O-])c2)c1 | 4 | -3 | 107 | -4 | -2.7 | -2 | -3 | 1.0 | 2 | .
O=C1CSC(=S)N1/N=C/c1cccnc1 | -21 | -5 | 96 | -2 | -0.1 | 1 | -5 | 2.1 | -3 | 4
O=C(NCCOc1ccc(Cl)cc1)c1cccc(S(=O)(=O)N2CCCC2)c1 | -2 | 1 | . | 0 | 0.2 | -6 | -6 | -1.7 | 8 | 5
CS(=O)(=O)c1ccc(C(=O)Nc2ccccc2Cl)cc1 | -3 | -2 | . | -1 | -1.6 | 1 | -8 | -0.7 | -3 | -7
More structures:
SMILES | NSD2 inh | CAL PDZ FP-1 | Pemphigus Ab inh | Keap1-Nrf2 PPI | CAL PDZ FP-2 | DAGLB inh | RTF Ca sens inh | LANA DNA inh | V-ATPase pHluor | Arr AP2 block
O=C(O)C(Cc1c[nH]c2ccccc12)N1C(=O)c2ccccc2C1=O (centres undefined) | 6 | 4 | 102 | 0 | 0.2 | 1 | 1 | -0.6 | 3 | 24
O=C(CNC(=O)OCc1ccccc1)NC1(C(=O)O)CCCC1 | -5 | 0 | 101 | -6 | -2.0 | 1 | -18 | 1.0 | -1 | 2
CC(=O)c1ccc2c3c(ccc(O)c13)CC2 | 11 | -1 | 104 | 0 | -0.8 | 5 | -7 | -0.7 | 3 | 10
Cc1ccc(S(=O)(=O)SC/C=C/CSS(=O)(=O)c2ccc(C)cc2)cc1 | -2 | -1 | 93 | 2 | 0.0 | -1 | -3 | 0.1 | 0 | -17
COc1ccc(C2=C(C=Nc3c(C)n(C)n(-c4ccccc4)c3=O)C(c3ccccc3C)c3ccccc3O2)cc1OC (centres undefined) | . | -3 | 97 | 0 | 0.6 | -4 | -9 | 0.3 | 1 | 11

For convenience, part of the list above:
SMILES | NSD2 inh | CAL PDZ FP-1 | Pemphigus Ab inh | Keap1-Nrf2 PPI | CAL PDZ FP-2 | DAGLB inh | RTF Ca sens inh | LANA DNA inh | V-ATPase pHluor | Arr AP2 block
Cc1ccc(S(=O)(=O)SC/C=C/CSS(=O)(=O)c2ccc(C)cc2)cc1 | -2 | -1 | 93 | 2 | 0.0 | -1 | -3 | 0.1 | 0 | -17
COc1ccc(C2=C(C=Nc3c(C)n(C)n(-c4ccccc4)c3=O)C(c3ccccc3C)c3ccccc3O2)cc1OC (centres undefined) | . | -3 | 97 | 0 | 0.6 | -4 | -9 | 0.3 | 1 | 11

Only part of the results is shown; the hit share may differ from the screen's.
